Mtb BioA inh = BioA (M. tuberculosis) enzyme inhibition; purified M. tuberculosis BioA enzyme, plate reader; hit rate 0.096% among 360,000; inhibition, % at 9.99 µM; in the data active means inhibition above about 40%
The depositor's hits bear a star; & = joins results of further samples. This is a subset, so the mix of outcomes need not match the whole.

Structure: C[C@@H]1CN([C@@H](C)CO)S(=O)(=O)c2ccc(-c3ccccc3)cc2O[C@@H]1CN(C)C(=O)C1CC1
  Mtb BioA inh: 1.3

Structure: C[C@H](CO)N1C[C@H](C)[C@H](CN(C)C)Oc2ccc(NC(=O)Nc3ccccc3)cc2CC1=O
  Mtb BioA inh: -0.6

Structure: COc1ccc(S(=O)(=O)Nc2ccc3c(c2)CC(=O)N([C@H](C)CO)C[C@@H](C)[C@H](CN(C)C(=O)Nc2ccccc2)O3)cc1
  Mtb BioA inh: 2.0

Structure: CC(C)NC(=O)N(C)C[C@H]1Oc2ccc(NC(=O)Nc3ccc4c(c3)OCO4)cc2CC(=O)N([C@H](C)CO)C[C@H]1C
  Mtb BioA inh: -0.8

Structure: C[C@H]1CN([C@@H](C)CO)S(=O)(=O)c2ccc(C#CC3CCCC3)cc2O[C@H]1CN(C)Cc1cccnc1
  Mtb BioA inh: -0.2

Structure: CC(=O)N1[C@@H]2c3ccc(-c4ccccc4F)c(=O)n3C[C@@H]2[C@@H](CO)[C@@H]1C(=O)N(C)C
  Mtb BioA inh: -1.0

Structure: O=C(O)C[C@@H]1CC[C@H]2NC[C@@H](O)COC[C@@H]2O1
  Mtb BioA inh: -1.2

Structure: O=C(C[C@@H]1C=C[C@H](NC(=O)Nc2ccc3c(c2)OCO3)[C@H](CO)O1)NCc1ccc(Cl)cc1
  Mtb BioA inh: 1.6

Structure: C[C@H](CO)N1C[C@H](C)[C@H](CN(C)Cc2ccccc2)OCCCC[C@H](C)Oc2ccc(NC(=O)CCCN(C)C)cc2C1=O
  Mtb BioA inh: -1.7

Structure: O=C(C[C@@H]1C[C@H]2c3cc(NC(=O)Nc4ccc(F)cc4)ccc3O[C@H]2[C@@H](CO)O1)NCC1CC1
  Mtb BioA inh: 0.5

Structure: CC(C)CC#Cc1ccc([C@H]2[C@@H](CO)N3CCCCN(S(=O)(=O)c4ccc(F)cc4)C[C@@H]23)cc1
  Mtb BioA inh: 2.3

Structure: COc1ccccc1NC(=O)N1C[C@@H](O)COC[C@@H]2O[C@@H](CC(=O)N3CCC(Cc4ccccc4)CC3)CC[C@H]21
  Mtb BioA inh: 0.0

Structure: CC(C)CC#Cc1ccc2c(c1)O[C@@H](CN(C)C(=O)CC1CC1)[C@@H](C)CN([C@H](C)CO)S2(=O)=O
  Mtb BioA inh: 3.3

Structure: C[C@@H]1CN([C@@H](C)CO)C(=O)c2cc(C#CCN(C)C)cnc2O[C@@H]1CN(C)C
  Mtb BioA inh: -2.2

Structure: O=C(NCC[C@@H]1CC[C@@H](NC(=O)C2CCCC2)[C@H](CO)O1)c1cc(Cl)cc(Cl)c1
  Mtb BioA inh: -2.6

Structure: Cc1cccc(NC(=O)Nc2ccc3c(c2)C(=O)N(C)[C@@H]2CC[C@H](CC(=O)NCc4ccccc4Cl)O[C@@H]2CO3)c1
  Mtb BioA inh: -3.1

Structure: C[C@@H]1CN([C@@H](C)CO)S(=O)(=O)c2ccc(C#CC3CC3)cc2O[C@H]1CN(C)C(=O)Cc1ccncc1
  Mtb BioA inh: -2.2

Structure: Cc1ccc(S(=O)(=O)Nc2ccc3c(c2)C(=O)N([C@H](C)CO)C[C@H](C)[C@@H](CN(C)S(=O)(=O)c2cn(C)cn2)OCCCC[C@@H](C)O3)cc1
  Mtb BioA inh: 0.7

Structure: O=C([C@H]1[C@H](CO)[C@H]2Cn3c(ccc(-c4cncnc4)c3=O)[C@H]2N1CC1CC1)N1CCCCC1
  Mtb BioA inh: -2.1

Structure: CCCC#Cc1ccc2c(c1)O[C@H](CN(C)C(=O)NCCC)[C@H](C)CN([C@@H](C)CO)S2(=O)=O
  Mtb BioA inh: -1.9

Structure: C[C@H](CO)N1C[C@H](C)[C@H](CN(C)S(=O)(=O)c2ccccc2)Oc2ccc(NS(=O)(=O)c3ccccc3)cc2C1=O
  Mtb BioA inh: 1.1

Structure: CC(C)NC(=O)Nc1ccc2c(c1)C(=O)N([C@H](C)CO)C[C@H](C)[C@H](CN(C)Cc1ccccc1)O2
  Mtb BioA inh: -0.7

Structure: O=C1CS(=O)(=O)C(c2ccccc2)N1c1ccc(Cl)cc1 (configuration not stated)
  Mtb BioA inh: 0.1

Structure: CNC[C@H]1Oc2c(NC(=O)Nc3ccccc3)cccc2C(=O)N([C@H](C)CO)C[C@@H]1C
  Mtb BioA inh: -2.0

Structure: COCC(=O)N(C)C[C@@H]1Oc2cc(-c3cncnc3)ccc2S(=O)(=O)N([C@H](C)CO)C[C@H]1C
  Mtb BioA inh: -0.2

Structure: CC(=O)N(C)C[C@@H]1Oc2ncc(-c3ccc(F)cc3)cc2C(=O)N([C@H](C)CO)C[C@H]1C
  Mtb BioA inh: -4.1

Structure: COc1ccc(S(=O)(=O)Nc2ccc3c(c2)C(=O)N([C@H](C)CO)C[C@@H](C)[C@H](CN(C)C(=O)c2ccncc2)OCCCC[C@@H](C)O3)cc1
  Mtb BioA inh: -0.1

Structure: CNC(=O)C[C@H]1CC[C@@H]2[C@H](COc3ccc(NC(=O)Nc4cccc(C)c4)cc3C(=O)N2C)O1
  Mtb BioA inh: 3.0

Structure: C[C@H](CO)N1C[C@H](C)[C@H](CN(C)Cc2ccc3c(c2)OCO3)Oc2ccc(NS(=O)(=O)c3ccccc3)cc2C1=O
  Mtb BioA inh: 2.9

Structure: COCC(=O)Nc1ccc2c(c1)OC[C@@H](C)N(Cc1cccnc1)C[C@H](C)[C@@H](OC)CN(C)C2=O
  Mtb BioA inh: -1.1

Structure: C[C@@H]1CN([C@@H](C)CO)C(=O)c2cc(C3=CCCC3)cnc2O[C@H]1CN(C)C(=O)c1ccccc1
  Mtb BioA inh: -0.5

Structure: C[C@H](CO)N1C[C@H](C)[C@H](CN(C)Cc2ccc(Oc3ccccc3)cc2)Oc2c(NS(C)(=O)=O)cccc2C1=O
  Mtb BioA inh: -0.3

Structure: O=C(Cc1ccccn1)NCC[C@@H]1CC[C@@H](NC(=O)Nc2ccc(C(F)(F)F)cc2)[C@H](CO)O1
  Mtb BioA inh: -2.8

Structure: CO[C@@H]1CN(C)C(=O)c2cc(NC(=O)C3CCOCC3)ccc2OC[C@H](C)N(Cc2cccnc2)C[C@@H]1C
  Mtb BioA inh: -1.5

Structure: C[C@@H]1CCCCO[C@@H](CN(C)Cc2ccc(C(=O)O)cc2)[C@@H](C)CN([C@H](C)CO)C(=O)c2cc(NS(=O)(=O)c3ccccc3)ccc2O1
  Mtb BioA inh: 0.9

Structure: C[C@H](CO)N1C[C@H](C)[C@@H](CN(C)Cc2ccc(C(=O)O)cc2)Oc2ccc(NC(=O)CCN3CCOCC3)cc2CC1=O
  Mtb BioA inh: 1.9

Structure: COCC(=O)Nc1ccc2c(c1)OC[C@@H](C)N(C(=O)c1ccccc1F)C[C@H](C)[C@@H](OC)CN(C)C2=O
  Mtb BioA inh: -0.7

Structure: C[C@H]1CN([C@@H](C)CO)C(=O)c2cc(NC(=O)Nc3cccc4ccccc34)ccc2O[C@H]1CN(C)S(=O)(=O)c1ccc(Cl)cc1
  Mtb BioA inh: -0.1

Structure: O=C(N[C@H]1CC[C@H](CCn2cc(C3CC3)nn2)O[C@@H]1CO)c1cccnc1
  Mtb BioA inh: -1.0

Structure: CN1C(=O)c2cc(NC(=O)c3cnccn3)ccc2OC[C@H]2O[C@H](CC(=O)NC3CCC3)CC[C@@H]21
  Mtb BioA inh: -1.8

Other compounds follow:
compound | Mtb BioA inh
COc1ccccc1-c1cnc2c(c1)C(=O)N([C@@H](C)CO)C[C@H](C)[C@@H](CN(C)Cc1ccccc1)O2 | -0.1
O=C(C[C@H]1CC[C@@H]2[C@H](COC[C@@H](O)CN2Cc2cc(F)ccc2F)O1)NCc1ccc(Oc2ccccc2)cc1 | 0.2
CC(C)NC(=O)N(C)C[C@@H]1Oc2ccc(NS(=O)(=O)c3cn(C)cn3)cc2C(=O)N([C@H](C)CO)C[C@@H]1C | -1.4
C[C@@H]1CN([C@@H](C)CO)C(=O)c2cc(NC(=O)Nc3ccc(F)cc3)ccc2O[C@@H](C)CCCCO[C@@H]1CN(C)C(=O)C1CCCCC1 | -0.8
COc1ccc(S(=O)(=O)Nc2ccc3c(c2)C(=O)N([C@@H](C)CO)C[C@@H](C)[C@H](CN(C)S(C)(=O)=O)O3)cc1 | -7.1
C[C@H](CO)N1C[C@H](C)[C@H](CN(C)S(C)(=O)=O)Oc2ncc(-c3ccc(F)cc3)cc2C1=O | -0.7&2.3
CO[C@H]1CC[C@H]2CCOc3c(C#N)cccc3C(=O)N(C)C[C@H](c3ccccc3)CC(=O)N(C)C[C@H]1O2 | -2.6
O=C(Nc1cccc(F)c1)N1C[C@H]2[C@@H](c3ccccc31)[C@H](CO)N2C(=O)C1CCOCC1 | -2.5
COc1ccc(NC(=O)N(C)C[C@@H]2OCCCC[C@@H](C)Oc3ccc(NS(=O)(=O)c4ccc(C)cc4)cc3C(=O)N([C@@H](C)CO)C[C@H]2C)cc1 | -1.4
COc1ccc(NC(=O)Nc2ccc3c(c2)CC(=O)N([C@H](C)CO)C[C@H](C)[C@H](CN(C)C(=O)NC(C)C)O3)cc1 | 1.0
CCCN(C)C[C@@H]1OCCCC[C@@H](C)Oc2ccc(NC(=O)C3CCCCC3)cc2C(=O)N([C@@H](C)CO)C[C@@H]1C | 2.7
CCC(=O)N1CC[C@@H]2[C@@H](CO)Nc3ccc(-c4ccc(OC)cc4)cc3[C@@H]21 | -0.8
O=C(C[C@@H]1CC[C@H]2[C@@H](COC[C@@H](O)CN2CC2CCCCC2)O1)NCC1CC1 | -1.4
CCCC(=O)Nc1ccc2c(c1)C(=O)N(C)[C@@H]1CC[C@@H](CC(=O)OC)O[C@@H]1CO2 | -0.9
C[C@@H]1CN([C@H](C)CO)C(=O)c2cc(NC(=O)CCC(F)(F)F)ccc2O[C@@H]1CN(C)Cc1ccc(C(=O)O)cc1 | 3.8
COCC#Cc1cnc2c(c1)C(=O)N([C@@H](C)CO)C[C@@H](C)[C@@H](CN(C)C(=O)Nc1ccccc1OC)O2 | -1.7
C[C@H]1CN([C@@H](C)CO)C(=O)c2cc(-c3ccccc3)cnc2O[C@@H]1CN(C)Cc1cccnc1 | 5.3
COc1cccc(CNC(=O)C[C@@H]2C=C[C@H](NC(=O)C3CCOCC3)[C@H](CO)O2)c1 | -1.4
COc1ccc(NC(=O)O[C@H]2[C@H](OC(=O)Nc3ccc4c(c3)OCO4)[C@@H](OC(=O)Nc3ccc4c(c3)OCO4)[C@@H](OC)O[C@@H]2CO)cc1 | 2.4
O=C(C[C@H]1C[C@H]2c3cc(NC(=O)CC4CC4)ccc3O[C@H]2[C@@H](CO)O1)NCCN1CCCCC1 | -2.4
CN1C(=O)c2cc(NC(=O)c3ccno3)ccc2OC[C@H]2O[C@@H](CC(=O)Nc3ccccc3)CC[C@@H]21 | 5.7
CO[C@@H]1CN(C)C(=O)c2ccc(NC(C)=O)cc2OC[C@H](C)N(CC2CCCCC2)C[C@H]1C | 1.9
CC=Cc1ccc2n(c1=O)C[C@H]1[C@H](CO)[C@@H](C(=O)NC3CCCC3)N(Cc3nccs3)[C@@H]21 (mixture of isomers) | -2.2
COc1ccc(NC(=O)N(C)C[C@@H]2OCCCC[C@@H](C)Oc3ccc(NS(=O)(=O)c4cccs4)cc3C(=O)N([C@H](C)CO)C[C@H]2C)cc1 | -6.6
C[C@@H]1CN([C@H](C)CO)C(=O)c2cc(-c3cccc(F)c3)cnc2O[C@@H]1CN(C)C(=O)Nc1cc(F)ccc1F | 1.5
Cc1noc(C)c1NC(=O)N(C)C[C@@H]1Oc2ncc(C#Cc3ccc(C(F)(F)F)cc3)cc2C(=O)N([C@H](C)CO)C[C@@H]1C | 4.0
O=C([C@@H]1[C@@H](CO)[C@@H]2Cn3c(ccc(-c4ccccc4F)c3=O)[C@H]1N2C(=O)C1CC1)N1CCOCC1 | -0.8
COc1cccc(C(=O)Nc2ccc3c(c2)C(=O)N(C)[C@@H]2CC[C@@H](CC(=O)NCc4ccc(F)cc4)O[C@H]2CO3)c1 | 3.4
C[C@@H]1CN([C@H](C)CO)C(=O)c2cc(-c3ccc(C(=O)N(C)C)cc3)cnc2O[C@@H]1CN(C)C(=O)c1ccncc1 | 0.5
CC(C)NC(=O)N(C)C[C@H]1OCCCC[C@@H](C)Oc2ccc(NS(C)(=O)=O)cc2C(=O)N([C@@H](C)CO)C[C@@H]1C | -2.1
COc1ccc(NC(=O)O[C@H](c2ccc(OC)c(O)c2)[C@@H](CCO)OC)cc1 | -0.6
CO[C@@H]1CN(C)C(=O)c2cc(NC(=O)C3CC3)ccc2OC[C@H](C)N(C(=O)CN2CCOCC2)C[C@@H]1C | 1.1
O=C(NC[C@H]1N[C@H](CO)[C@@H]1c1ccc(C2=CCCCC2)cc1)c1ccc(F)cc1 | -4.3
CN1c2ccc(-c3cccc(F)c3)cc2[C@H]2[C@H](CCN2C(=O)Cc2ccccc2)[C@H]1CO | 37.9
C[C@H](CO)N1C[C@H](C)[C@H](CN(C)Cc2ccc(C(F)(F)F)cc2)Oc2c(NC(=O)c3ccncc3)cccc2C1=O | -0.7
C[C@@H]1CCCCO[C@H](CN(C)C(=O)Nc2cccc3ccccc23)[C@@H](C)CN([C@H](C)CO)C(=O)c2cc(NC(=O)Nc3ccc(C(F)(F)F)cc3)ccc2O1 | 0.6
CCC(=O)Nc1ccc2c(c1)C(=O)N(C)[C@H]1CC[C@H](CC(=O)Nc3cccc(OC)c3)O[C@@H]1CO2 | -0.6
Cc1noc(C)c1NC(=O)Nc1ccc2c(c1)CC(=O)N([C@H](C)CO)C[C@@H](C)[C@@H](CN(C)C(=O)Nc1c(C)noc1C)O2 | -1.1
Cc1ccc(S(=O)(=O)Nc2ccc3c(c2)CC(=O)N([C@@H](C)CO)C[C@@H](C)[C@H](CN(C)S(=O)(=O)c2cn(C)cn2)O3)cc1 | 2.0
